hcDAF-12 act: activators of H. contortus DAF-12 nuclear receptor | HEK293 hcDAF-12 lit1-tk-luc reporter, luminescence; 0% DMSO, 100% Δ7-dafachronic acid | activation, % at 6.8 µM | 370,000 compounds, 1.4% hits | AID 652067;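 active means activation above the mean of all tested compounds plus 3 SD, cut at about 5.5% in these data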;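 further: 100% = response to 3 µM Δ7-dafachronic acid high control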
hgDAF12 agonist: activates the H. glycines DAF-12 receptor ligand-binding domain | HEK293 GAL4-hgDAF12 UAS-luciferase reporter, agonist luminescence; normalized to butyrate control | activation, % at 6.8 µM | 370,000 compounds, 1.8% hits | AID 687014;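 active means activation above a cutoff set at the mean of all screened compounds plus 3 SD, cut at about 10% in these data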;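 further: 0% = DMSO wells and 100% = sodium butyrate wells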
ssDAF-12 act: activates DAF-12 receptor from parasite S. stercoralis; HEK293 ssDAF-12/GRIP1 lit1-tk-luc reporter, luminescence; % of 3 µM dafachronic acid response; activation, % at 6.8 µM; 370,000 compounds, 1% hits; AID 652126;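 active means activation above the mean over all tested compounds plus 3 SD, cut at about 0.9% in these data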;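 further: 0% = DMSO-only wells and 100% = 3 µM delta7-dafachronic acid wells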
ADAM10 inh: ADAM10 inhibition, QFRET primary screen. recombinant ADAM10, EDANS/DABCYL FRET peptide cleavage, 3 h. inhibition, % at 7 µM. O14672. AID 720582. 370,000 compounds, 0.62% hits;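 active means inhibition above a per-campaign cutoff equal to the mean of compounds falling between control-based bounds plus 3 SD, cut at about 20% in these data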;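 further: 0% = DMSO wells while the 100% control is not disclosed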
Target sequence (O14672 214-748 limits assumed): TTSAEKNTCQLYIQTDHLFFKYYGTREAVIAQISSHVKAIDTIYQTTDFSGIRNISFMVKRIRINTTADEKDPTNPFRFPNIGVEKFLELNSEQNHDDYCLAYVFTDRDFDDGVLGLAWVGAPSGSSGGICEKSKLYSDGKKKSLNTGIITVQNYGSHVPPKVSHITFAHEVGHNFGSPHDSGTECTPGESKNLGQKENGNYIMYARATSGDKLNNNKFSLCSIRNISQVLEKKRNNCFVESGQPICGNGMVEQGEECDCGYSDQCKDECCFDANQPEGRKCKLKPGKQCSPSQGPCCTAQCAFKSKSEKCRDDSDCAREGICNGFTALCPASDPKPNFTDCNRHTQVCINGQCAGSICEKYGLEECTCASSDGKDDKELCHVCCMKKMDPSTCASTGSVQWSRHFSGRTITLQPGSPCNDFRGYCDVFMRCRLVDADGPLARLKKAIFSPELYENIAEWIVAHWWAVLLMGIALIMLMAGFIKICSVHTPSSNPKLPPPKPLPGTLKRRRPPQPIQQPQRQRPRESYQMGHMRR
SMARCA2 act: activators of SMARCA2 function; MG213 cells, MMTV-luciferase reporter, dexamethasone, overnight; activation, % at 9.1 µM; 370,000 compounds, 1% hits; in the data active means activation above about 7.8%;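 further: 0% = vehicle wells and 100% = reference activator wells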
GC-A act: GC-A (human) enzyme activation | P16066 | HEK293 GC-A cells, cGMP TR-FRET, EC30 ANP; 0% at EC30 ANP, 100% saturating ANP | activation, % at 10 µM | 370,000 compounds, 0.14% hits | AID 1671463; in the data active means activation above about 40%
DAX1 inh-1: NR0B1 (DAX1) inhibition; HEK293 Gal4-DAX1 luciferase reporter, luminescence; inhibition, % at 6.75 µM; AID 504766; 340,000 compounds, 0.99% hits; P51843;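 active means inhibition above the mean over all tested compounds plus 3 SD, cut at about 4.2% in these data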;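 further: 0% = DAX1-transfected cells with DMSO and 100% = empty-vector control cells with DMSO; inhibition shows as a rise in luminescence from relieved DAX1 repression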
Target sequence (P51843 207-470 limits assumed): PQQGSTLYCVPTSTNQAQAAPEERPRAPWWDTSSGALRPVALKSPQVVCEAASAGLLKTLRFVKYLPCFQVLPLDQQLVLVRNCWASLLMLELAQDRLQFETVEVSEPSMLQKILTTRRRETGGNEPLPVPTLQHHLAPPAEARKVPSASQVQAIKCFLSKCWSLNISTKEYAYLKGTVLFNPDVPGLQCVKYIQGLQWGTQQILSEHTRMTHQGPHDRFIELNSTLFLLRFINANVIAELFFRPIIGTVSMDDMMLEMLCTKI
ADAM17 inh: inhibitors of human ADAM17; P78536; recombinant ADAM17, EDANS/DABCYL FRET peptide cleavage; inhibition, % at 6.95 µM; 370,000 compounds, 0.83% hits; AID 720648;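 active means inhibition above the mean of compounds lying between control limits plus 3 SD, set per campaign, cut at about 8.5% in these data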;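 further: 0% = DMSO-only wells as the low control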
PG9 Ab binder: small molecules binding HIV-1 gp120 antibody PG9; TR-FRET gp120-PG9 antibody binding; inhibition, % at 6.7 µM; 360,000 compounds, 0.43% hits; AID 624416; in the data active means inhibition above about 8.5%
DAX1 inh-2: inhibitors of DAX1 repression of SF-1 activated StAR promoter; inhibition, % at 6.8 µM; HEK293T StAR-luciferase reporter, SF-1/DAX-1 repression relief; AID 652010; 370,000 compounds, 1.1% hits;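 active means inhibition above the mean over all tested compounds plus 3 SD, cut at about 3.6% in these data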;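 further: 0% = DAX-1 cells with DMSO and 100% = cells lacking DAX-1 with DMSO; higher inhibition means more luminescence from relief of DAX-1 repression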
FXN GAA850 act: increases GAA850 frataxin promoter reporter activity. HEK293 lucGAA850 FXN promoter luciferase reporter, 24 h; percent of 10 µM SAHA response. activation, % at 6 µM. 360,000 compounds, 0.56% hits. AID 540364;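 active means activation above the average of all compounds screened plus 3 SD, cutoff fixed separately per campaign, cut at about 7.5% in these data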;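 further: 0% = DMSO wells and 100% = 10 µM SAHA wells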
* = called active by the depositor; . = no result given.

SMILES	hcDAF-12 act	hgDAF12 agonist	ssDAF-12 act	ADAM10 inh	SMARCA2 act	GC-A act	DAX1 inh-1	ADAM17 inh	PG9 Ab binder	DAX1 inh-2	FXN GAA850 act
Cc1c(Cl)cccc1NC(=S)N1CCN(Cc2ccc3c(c2)OCO3)CC1	0.6	-2.0	-1.7	-2	0	0	0.3	-1	1.1	-0.2	3.3
COC(=O)C1=C(C)NC(C)=C(C(=O)OC)C1c1ccc(NC(C)=O)cc1	3.5	-2.5	-0.6	-76	0	-4	-0.1	-27	-0.7	1.4	-1.0
CC1(C)CC(=O)c2sc(NC(=O)c3cccs3)nc2C1	5.0	8.4	0.5	3	4	3	0.4	-2	1.0	3.5	2.6
Cc1ccc(C)c(Cn2cnc3c(nnn3-c3ccc(F)cc3)c2=O)c1	-0.1	0.7	-1.5	10	2	1	1.5	-2	-2.0	0.1	3.6
COc1ccc(S(=O)(=O)N(C)C)cc1NC(=O)CSc1nc(N)cc(N)n1	-0.6	-1.7	-1.3	12	0	3	3.0	-3	-0.5	-0.4	-0.2
CC(OC(=O)c1ccc2c(c1)OCCO2)C(=O)NC1CCCCC1C (stereo not given)	-2.0	-0.3	-0.9	1	-1	-1	1.4	-3	-1.5	-0.3	2.2
C=CCN(c1ccccc1)S(=O)(=O)c1cccc(C(=O)NCC(c2cccs2)N2CCOCC2)c1 (stereo not given)	-2.8	-0.2	-1.8	2	-1	1	-3.2	0	0.3	-2.3	-2.8
O=C1Cc2cccc(=O)c(O)c2C(=O)O1	-1.5	-1.8	-1.0	-12	-5	1	-0.4	-4	-0.6	0.1	1.1
CC(=O)N1CCN(c2ccccc2NC(=O)c2cc3ccccc3o2)CC1	2.1	3.5	-1.0	-2	-1	-1	-1.0	1	-1.9	-5.5	0.2
CC(=O)Nc1ccccc1NC(=O)COc1cccc2ccccc12	-1.4	-3.6	-1.4	2	0	-3	-0.3	-2	0.5	0.0	1.1
COc1cc(OC)cc(-c2nnc(NC(=O)CCS(=O)(=O)c3ccc(F)cc3)o2)c1	0.7	-1.9	-1.4	5	-1	-1	2.8	0	-2.2	1.3	1.2
Cc1ccc(S(=O)(=O)N2C(c3cccc(Cl)c3)CC=C(C(=O)O)C2c2cccc(Cl)c2)cc1 (stereo not given)	0.0	0.6	-0.7	-5	0	3	.	-3	-0.6	-0.8	.
CCOc1cc(C(=S)N2CCOCC2)ccc1OC(=O)c1cc(OC)c(OC)c(OC)c1	0.3	2.6	-1.0	1	1	3	-0.4	-1	0.2	-0.6	2.0
COc1cc2cc(C(=O)N3CCOCC3)cc(-c3ccc(C)cc3)c2cc1OC	-1.5	-0.5	-1.5	0	1	7	-1.5	2	-2.7	0.0	1.8
O=C(OCC(=O)N1CCc2ccccc21)c1cccc(S(=O)(=O)N2CCCc3ccccc32)c1	-0.4	3.6	-0.9	-5	5	2	0.3	-2	-2.4	-0.5	0.6
COc1ccc(CN(CC2CCC(C(=O)O)CC2)C(=S)Nc2ccccc2OC)cc1 (stereo not given)	1.2	-3.3	-0.8	-6	1	5	1.4	-2	2.2	-0.4	2.1
C=CC1=CCN(S(=O)C(C)(C)C)[C@H]1CCO (stereo not given in full)	0.0	-1.4	-0.9	-3	6	2	0.1	1	-1.2	-0.6	-0.9
O=C(O)C12CC3CC(C1)CC(n1ncc(NCc4ccccc4)c(Cl)c1=O)(C3)C2	-0.3	0.6	-0.3	-1	4	3	-0.3	-3	-2.4	1.1	2.4
O=C(Nc1ccc(Cl)cc1)/C(=C1\CCCN1)[N+](=O)[O-]	-1.0	4.1	-1.2	-5	-2	3	-2.6	-5	2.8	0.8	6.3
CN(CC(=O)Nc1ccc(OC(F)(F)F)cc1)C(=O)Cc1cccs1	-0.5	0.3	-1.2	-8	-3	2	-0.5	-5	-1.1	0.0	3.2
CCc1nnc(NC(=O)CCC(=O)NCc2ccccc2OC)s1	2.0	-3.1	-0.7	3	1	4	2.5	1	1.7	-0.1	1.4
O=C(N/N=C/c1cccc([N+](=O)[O-])c1O)C(O)(c1ccccc1)c1ccccc1	-0.7	2.4	-0.7	3	-1	2	-1.7	0	-0.7	0.6	2.3
C[C@@H](N)C(=O)NC[C@H]1CC[C@H](C(=O)N[C@@H](Cc2ccccc2)C(=O)O)CC1	-0.6	-0.5	-0.7	-2	-2	4	0.8	-1	0.5	0.0	2.2
C[C@@H]1CN([C@@H](C)CO)C(=O)CCCn2nncc2CO[C@H]1CN(C)Cc1cccc(C(F)(F)F)c1	-1.2	2.8	-0.7	2	-3	2	0.1	5	1.3	1.1	-0.7
C[C@@H](c1ccccc1)N1C[C@H](COCc2ccccc2)Oc2cc(N3CC[C@@H](O)C3)ccc2S1(=O)=O	-1.6	0.0	-1.1	12	-4	-4	.	10*	0.1	0.6	.
Cc1ccccc1C(=O)NNC(=O)CSc1nnc(C)n1-c1ccccc1	-0.6	-0.9	-0.4	5	0	2	2.7	-3	-0.6	0.1	3.3
O=C(NNC(=O)C1CCN(C(=O)Nc2ccccc2)CC1)c1ccc([N+](=O)[O-])cc1	0.1	-0.5	-1.4	4	-4	11	0.0	-4	-3.6	2.0	0.0
Cc1ccc(N2C(=O)SC(N(CC(=O)O)c3cccc(C)c3)C2=O)cc1 (stereo not given)	1.1	6.6	-1.1	-15	4	-2	-0.1	-4	0.2	2.5	5.1
Cc1ccc(F)cc1NC(=O)COC(=O)C1CC2CCCC(C1)C2=O (stereo not given)	-0.3	3.1	-0.5	-28	-1	-1	0.7	-4	1.0	0.1	-0.2
CCCC(=O)Nc1cnc(NC(=O)c2cccc(F)c2)cc1C	4.1	13*	0.7	-1	3	-3	-0.6	-2	-0.8	2.7	1.6
Cc1cc(C(=O)CSc2nc3ccc(Cl)cc3[nH]2)c(C)n1CC1CCCO1 (stereo not given)	-2.5	-2.3	-1.7	-7	-5	-1	-2.8	-2	0.0	-1.6	-2.8
N#CC1(NC(=O)COC(=O)Cc2n[nH]c(=O)c3ccccc23)CCCCC1	3.1	4.5	-0.2	-11	0	-4	1.3	-4	0.5	0.8	3.4
Cc1cc(Cn2nc(C(=O)NCc3cccs3)cc2-c2ccccc2)on1	-0.9	-1.9	-1.1	4	0	3	-0.4	-2	-0.1	0.6	0.7
COCCn1nnnc1C(c1ccccc1OC)N1CCc2ccccc2C1 (stereo not given)	0.9	0.0	-1.5	-5	-4	-5	2.3	-6	-0.5	0.5	-2.7
CCC(=O)/C(=C(/O)c1ccccc1)c1nc2ccccc2[nH]1	2.0	7.5	0.9*	-12	-2	-4	0.7	-4	0.1	0.5	2.9
CCOC(=O)c1oc2ccc3c(c2c1C)C(=O)CC1(CCN(C(=O)OCC)CC1)O3	0.4	-2.2	-1.2	-32	0	10	-0.6	-11	1.4	0.8	1.7
N/C(Cc1ccc([N+](=O)[O-])cc1)=N\OC(=O)c1ccc(Br)o1	-1.0	1.2	-0.8	3	2	-1	-0.1	2	-1.3	0.0	1.3
CC1CCCC(NC(=O)COC(=O)COc2ccc(C#N)cc2)C1C (stereo not given)	-0.2	-0.8	-0.5	6	-2	0	1.5	-4	2.5	0.5	-1.2
CCN1C(=O)C(O)(CC(=O)c2ccc3c(c2)OCCO3)c2ccccc21 (stereo not given)	0.5	4.3	-0.8	-2	4	5	-0.4	-4	-1.0	-0.4	-1.3
O=C(CN1C(=O)C2C3CCC(C3)C2C1=O)OCC(=O)c1ccc(Br)cc1 (stereo not given)	2.5	2.5	-0.9	-5	1	7	0.5	-3	-2.1	0.5	1.6

3 compounds already listed, arranged by their value in DAX1 inh-1, descending.
Compound,DAX1 inh-1
N#CC1(NC(=O)COC(=O)Cc2n[nH]c(=O)c3ccccc23)CCCCC1,1.3
N/C(Cc1ccc([N+](=O)[O-])cc1)=N\OC(=O)c1ccc(Br)o1,-0.1
O=C(N/N=C/c1cccc([N+](=O)[O-])c1O)C(O)(c1ccccc1)c1ccccc1,-1.7

(more compounds)
SMILES	hcDAF-12 act	hgDAF12 agonist	ssDAF-12 act	ADAM10 inh	SMARCA2 act	GC-A act	DAX1 inh-1	ADAM17 inh	PG9 Ab binder	DAX1 inh-2	FXN GAA850 act
CCOC(=O)c1c(-c2ccc(C)cc2)csc1NC(=O)C1CC=CCC1C(=O)O (stereo not given)	-1.2	2.7	-1.1	-1	0	-1	-0.1	-4	-1.2	0.2	0.6
C=CCN1CN(Cc2ccco2)CNC1=S	2.1	-0.1	-1.6	-1	1	-1	-1.6	-1	-0.8	0.2	0.5
O=C(c1ccc(C(F)(F)F)cc1)N1CCC(=O)N(C(COCc2ccc(Cl)cc2)Cc2ccccc2)CC1 (stereo not given)	-0.5	-0.8	-2.0	20*	0	1	-0.3	9.9*	-0.5	-0.4	-3.8
CN(C)Cc1c(C(=O)N/N=C/c2cccc(OCc3ccc(F)cc3)c2)nnn1-c1nonc1N	0.7	0.8	-0.9	1	-1	5	-0.7	-2	-0.3	0.1	0.2
Cc1nnc(SCSc2nnc(C)s2)s1	-1.0	-1.0	-1.1	10	1	2	0.2	-1	1.6	0.6	3.5
O=C(/C=C/c1cn(-c2ccccc2)nc1-c1cccnc1)N1CCCCC1	-2.3	-2.3	-1.6	-2	-2	-1	-2.6	-2	-1.0	-0.8	0.9
COc1c2ccc(OCC/C(C)=C/C(=O)C=C(C)C)cc2nc2occc12	-1.9	2.0	-1.3	-233	-1	-1	-0.1	-71	-1.9	-0.5	0.7
CC(=O)NNC(=O)C(O)(c1ccccc1)c1ccccc1	0.1	1.2	-1.5	-2	0	4	0.3	-3	-2.5	-0.4	-1.2
Cc1cccc(N(C(=O)c2snc(C(N)=O)c2N)C(C(=O)NCC2CCCO2)c2ccc(N(C)C)cc2)c1 (stereo not given)	-1.1	-2.1	-0.6	-15	-1	-11	-0.1	-4	0.4	0.2	-0.6
c1ccc(-n2ncc3c2ncn2nnnc32)cc1	0.3	-0.9	-0.5	6	-2	-2	2.1	0	-1.2	0.7	1.1
CCCN1CCS(=O)(=O)N(Cc2cn(Cc3ccc(C)cc3)nn2)C(C(=O)OC)C1 (stereo not given)	0.1	-3.2	-1.3	4	5	-2	.	2	.	-0.4	.
c1ccc(NCc2cccc3ccccc23)nc1	-1.0	2.5	-0.8	10	-2	0	0.2	3	-0.5	-0.9	0.2
CCCC(=O)c1ccc(N2CCN(C(=O)c3ccccc3Br)CC2)c(F)c1	-1.7	-0.2	-1.7	9	2	-1	-0.3	1	-1.2	0.1	-1.0
N#CC1=C(N)OC2=C(C(=O)CCC2)C1c1cccs1 (stereo not given)	0.6	-2.2	-1.0	-17	2	6	-0.1	-1	-2.1	-0.4	3.4
Cc1noc(C)c1C(=O)N1CCC1(C)C(=O)NS(=O)(=O)c1ccc(Br)cc1 (stereo not given)	-0.6	-0.3	-1.1	-14	-4	0	.	-1	1.1	-0.1	1.8
Clc1ccc(CNCC2CCCO2)c(Cl)c1 (stereo not given)	-0.6	2.0	-1.0	11	-3	-1	.	4	-1.2	0.7	1.5

Assay outcomes deposited in PubChem by several laboratories.
